Screens: PubChem, several laboratories
MRP resist rev – reversal of MRP1-mediated doxorubicin resistance, primary screen, H69AR cells, doxorubicin co-treatment. H69AR cells + 2 uM doxorubicin, CellTiter-Glo, 72 h. differential viability (reversal), % at 10 µM. 85,000 compounds, 0.04% hits;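 active means viability drop by adding the cancer drug above about 55%, with treated viability meeting a 40% cutoff, limit read from the data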;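 further: viability without doxorubicin minus viability with 2 µM doxorubicin for each compound; larger differential means the compound sensitizes cells more to doxorubicin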
PLAP inhibitors HTS – PLAP enzyme inhibitors, biochemical, luminescence, HTS (AID 690); inhibition, % at 20 µM, or IC50 in µM where a hit was titrated; purified PLAP, luminescent substrate; higher % means a stronger effect; Alkaline phosphatase, placental type (Homo sapiens); 96,000 compounds, 0.08% hits; in the data active means a potency from the dose series; inactive means the rest, 99 in 100 with inhibition below about 30%; further: strong numbers were not always called active
NFkB transloc inh – inhibitors of IL-1B driven NFkB p65 nuclear import, primary screen, imaging, HUVEC, IL-1B stimulus, high-content imaging; HUVEC IL-1B NFkB p65 nuclear translocation imaging; inhibition, % at 2 µM; 94,000 compounds, 0.43% hits;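 active means inhibition above about 30% together with a positive call from visual inspection of the well image, limit read from the data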;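 further: nuclear over cytoplasmic p65 intensity ratio measured by imaging; 0% = IL-1B stimulated DMSO wells and 100% = unstimulated DMSO wells; values of inactives mirror those of a sister screen read the other way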
IL1B NFkB pot – enhancers of NFkB p65 translocation in HUVEC – imaging, IL-1B stimulus, high-content imaging, primary screen; 94,000 compounds, 0.3% hits; HUVEC IL-1B NFkB p65 nuclear translocation imaging; activation, % at 2 µM;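 active means activation above 40%, about the mean plus 3 SD, also judged a hit on visual image review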;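 further: percent activation is computed from the nuclear over cytoplasmic p65 intensity ratio; values of inactives mirror those of a sister screen read the other way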
Bcl-B displacement – displacers of TR3 peptide from Bcl-B, primary screen, selectivity assay for Bfl-1 inhibitor project, biochemical, fluorescence polarization; displacement, % at 20 µM, or IC50 in µM where a hit was titrated; 96,000 compounds, 0.11% hits; Bcl-2-like protein 10 (Homo sapiens); FP displacement of FITC-TR3 peptide from Bcl-B; higher % means a stronger effect;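 active means displacement above 50% at 20 µM plus a fluorescence interference ratio under 1.5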;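 further: plate controls were wells without compound for no effect and wells lacking Bcl-B protein for full effect; a part of the inactive calls stands beside numbers as strong as those of hits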
MRP resist rev cytotoxicity – second read-out of MRP resist rev, no call of its own (marks repeat the call); viability, %; H69AR cells, CellTiter-Glo, 72 h; measured here: cytotoxicity without doxorubicin
MRP resist rev with doxorubicin – recorded beside MRP resist rev, whose call it bears; viability, %; measured here: viability with 2 uM doxorubicin; hits give low values
NFkB transloc inh cell count 2 µM – further read-out of NFkB transloc inh, marked with its call; cell count; measured here: cells passing quality filter;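 raw number of nuclei counted in each imaged well without normalization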
IL1B NFkB pot cell count 2 µM – second read-out of IL1B NFkB pot, no call of its own (marks repeat the call); cell count; measured here: cells passing quality filter
An asterisk follows results filed as active; nt = no result given. An excerpt, so the mix of outcomes need not match the whole.

smiles	MRP resist rev	MRP resist rev cytotoxicity	MRP resist rev with doxorubicin	PLAP inhibitors HTS	NFkB transloc inh	NFkB transloc inh cell count 2 µM	IL1B NFkB pot	IL1B NFkB pot cell count 2 µM	Bcl-B displacement
O=C(CN1CCN(S(=O)(=O)c2cc(Cl)ccc2Cl)CC1)Nc1ccc2c(c1)OCCO2	-14	35	49	-47%	nt	nt	nt	nt	-2%
Cc1ccc(C(=O)c2cn(-c3ccc(F)c(Cl)c3)nn2)cc1	nt	nt	nt	12%	2	99	-2	99	-13%
Cc1ccc(C(=O)Nc2nc(-c3cccnc3)cs2)o1	10	76	66	6%	27	161	-27	161	19%
COCc1nnc(NS(=O)(=O)c2ccc(Br)cc2)s1	-14	89	103	-6%	4	113	-4	113	-6%
CCn1cc(S(=O)(=O)CC(=O)Nc2cc(C)ccc2C)c2ccccc21	5	90	86	-54%	3	152	-3	152	-2%
CCCn1c(O)c(CN2CCCCC2)c(C)c(C#N)c1=O	14	99	86	-25%	6	116	-6	116	20%
COc1ccc2c(Cl)c(C(=O)NCc3ccco3)sc2c1	9	91	82	5%	5	150	-5	150	-10%
CCN(CC)C(=O)COc1ccc(Br)cc1Cl	14	99	85	-1%	-4	160	4	160	-3%
Cc1nc2ccccn2c1P(=Nc1ccccc1)(N(C)C)N(C)C	-2	92	94	-12%	-21	206	21	206	4%
COc1ccc(-c2cc(C(F)(F)F)n3nc(C(=O)Nc4cc(C)on4)cc3n2)cc1OC	13	66	53	-50%	-9	137	9	137	-44%
CC(C)CCN(CCC(C)C)C/C(O)=C(\C#N)c1nc(-c2ccccc2)cs1	nt	nt	nt	-40%	-3	175	3	175	-19%
Nc1nonc1-n1nnc(C(=O)O)c1-c1cccs1	5	102	98	8%	-1	116	1	116	-4%
COc1ccc(-n2c(=S)[nH]c3cc(C(=O)NCCCN4CCCC4=O)ccc3c2=O)cc1	12	98	86	-6%	2	178	-2	178	3%
COc1ccc(C(=O)N2CCN(c3ccc(C)cc3)CC2)cc1OC	1	97	96	-46%	2	177	-2	177	-2%
Cc1ccc(CCNC(=O)CC2Oc3ccc(C)cc3NC2=O)cc1 (stereo not given)	11	95	84	14%	-30	80	30	80	2%

Four entries from above, reformatted:
> Cc1nc2ccccn2c1P(=Nc1ccccc1)(N(C)C)N(C)C
  MRP resist rev: -2 | MRP resist rev cytotoxicity: 92 | MRP resist rev with doxorubicin: 94 | PLAP inhibitors HTS: -12% | NFkB transloc inh: -21 | NFkB transloc inh cell count 2 µM: 206 | IL1B NFkB pot: 21 | IL1B NFkB pot cell count 2 µM: 206 | Bcl-B displacement: 4%
> COc1ccc(-c2cc(C(F)(F)F)n3nc(C(=O)Nc4cc(C)on4)cc3n2)cc1OC
  MRP resist rev: 13 | MRP resist rev cytotoxicity: 66 | MRP resist rev with doxorubicin: 53 | PLAP inhibitors HTS: -50% | NFkB transloc inh: -9 | NFkB transloc inh cell count 2 µM: 137 | IL1B NFkB pot: 9 | IL1B NFkB pot cell count 2 µM: 137 | Bcl-B displacement: -44%
> CC(C)CCN(CCC(C)C)C/C(O)=C(\C#N)c1nc(-c2ccccc2)cs1
  MRP resist rev: nt | MRP resist rev cytotoxicity: nt | MRP resist rev with doxorubicin: nt | PLAP inhibitors HTS: -40% | NFkB transloc inh: -3 | NFkB transloc inh cell count 2 µM: 175 | IL1B NFkB pot: 3 | IL1B NFkB pot cell count 2 µM: 175 | Bcl-B displacement: -19%
> Nc1nonc1-n1nnc(C(=O)O)c1-c1cccs1
  MRP resist rev: 5 | MRP resist rev cytotoxicity: 102 | MRP resist rev with doxorubicin: 98 | PLAP inhibitors HTS: 8% | NFkB transloc inh: -1 | NFkB transloc inh cell count 2 µM: 116 | IL1B NFkB pot: 1 | IL1B NFkB pot cell count 2 µM: 116 | Bcl-B displacement: -4%

(more compounds)
smiles	MRP resist rev	MRP resist rev cytotoxicity	MRP resist rev with doxorubicin	PLAP inhibitors HTS	NFkB transloc inh	NFkB transloc inh cell count 2 µM	IL1B NFkB pot	IL1B NFkB pot cell count 2 µM	Bcl-B displacement
COC(=O)C1(C(=O)OC)Sc2ccccc2C1=O	-9	90	99	17%	-7	145	7	145	-9%
Cc1nn(-c2ccccc2)c2c1/C(=N/O)CC(C)(C)C2	-45	30	75	2%	-3	184	3	184	-10%
O=C(Cn1nc(C(F)(F)F)c2c1CCCC2)NCc1ccco1	-1	100	101	-4%	-5	84	5	84	-16%
Cc1ccc(-n2c(C)cn(C(=O)c3ccccc3)c2=S)cc1	-3	77	81	nt	-4	147	4	147	nt
COc1ccc(C(=O)NC2(C(F)(F)F)C(=O)N(Cc3ccco3)C3=C2C(=O)CC(C)(C)C3)cc1OC (stereo not given)	9	95	86	-37%	16	160	-16	160	-7%
CCOC(=O)c1ccc(N=CC2=C(O)CC(C)(C)CC2=O)cc1	nt	nt	nt	-7%	9	101	-9	101	16%
Cc1cccc(NC(=O)c2oc3c(c2C)C(=O)CC(C)(C)C3)n1	10	90	79	20%	-5	114	5	114	1%
COc1ccc(OCCOC(=O)Nc2ccccc2)cc1	11	99	88	10%	2	120	-2	120	10%
COc1ccc(NC2=NC3(CCCCC3)N=C(N)N2)cc1	8	103	96	-16%	-4	179	4	179	-16%
CCOc1ccc(Cl)cc1S(=O)(=O)NCc1cccnc1	2	92	90	-8%	-12	158	12	158	2%
Cc1nc2cc(C(F)(F)F)ccc2n1C1CCN(CC(=O)N2CCOCC2)CC1	-21	94	115	-26%	-10	177	10	177	20%
Brc1ccc(-c2nnc3ccc(N4CCN(c5ccccc5)CC4)nn23)cc1	nt	nt	nt	-3%	-15	132	15	132	-6%
CCCOC(=O)c1sc2nc3c(cc2c1N)C(=O)CCC3	21	98	77	26%	2	75	-2	75	-3%
Cc1[nH]c(=O)[nH]c(=O)c1S(=O)(=O)Nc1ccc(Oc2ccccc2)cc1	nt	nt	nt	-65%	-15	196	15	196	3%
O=C(N/N=C\c1ccccn1)C1COc2cc3ccccc3cc2O1 (stereo not given)	nt	nt	nt	-98%	13	158	-13	158	1%
COc1cccc(C(=O)Nc2cccc(OC(C)=O)c2)c1	0	94	94	13%	-27	175	27	175	-7%
COc1cccc(-n2c(SCC(=O)N3CCOCC3)nc3c([nH]c4ccccc43)c2=O)c1	-22	58	80	nt	-5	162	5	162	nt
CCCc1[nH]nc2c1C(c1ccc(OC)c(Cn3nnc4ccccc43)c1)C(C#N)=C(N)O2 (stereo not given)	1	96	94	-48%	-1	111	1	111	-6%
COc1cccc2c1N1C(=O)c3c(C(=O)O)cccc3C1CC2(C)C (stereo not given)	-9	85	94	1%	-24	145	24	145	3%
CCOC(=O)C(C)Sc1nnc(Cn2c(=O)sc3ccccc32)n1-c1ccccc1 (stereo not given)	12	95	83	-66%	-24	86	24	86	1%
COc1ccc(/C=C/c2c([N+](=O)[O-])c(=O)n(C)c(=O)n2C)cc1O	-13	56	70	14%	4	161	-4	161	6%
CCCCCOC(=O)Nc1nnc(CCC)s1	-7	87	94	0%	-10	141	10	141	-4%
C=CCn1c(C)cc(C(=O)CSc2nnc(Cc3ccccc3)o2)c1C	8	105	98	-7%	-8	108	8	108	-4%
COCCNC(=O)c1ccc(Cn2c(=S)[nH]c3cc4c(cc3c2=O)OCO4)cc1	3	90	87	12%	8	80	-8	80	-2%
CCN1CCN(c2nc3ccccc3nc2C(C#N)C(=O)OC2CCCCC2)CC1 (stereo not given)	1	50	49	-19%	-1	138	1	138	-16%
CS(=O)(=O)N1CCCC(C(=O)NCc2ccccn2)C1 (stereo not given)	-9	85	94	-2%	5	113	-5	113	-9%
COCCn1cnnc1SCC(=O)Nc1ccccc1C(=O)Nc1ccc2c(c1)OCO2	-18	63	81	3%	7	103	-7	103	-7%
CCOC(=O)c1cnc(SC)nc1Oc1cccc(NS(=O)(=O)c2ccc(F)cc2)c1	nt	nt	nt	-21%	-7	137	7	137	-3%
CN(C)c1cccc(C(=O)Nc2ccc3nc4n(c(=O)c3c2)CCCCC4)c1	-5	53	58	-28%	-22	186	22	186	-5%
CCOC(=O)CN1C(=O)NC(C)(c2ccc(OC(F)F)cc2)C1=O (stereo not given)	4	96	92	5%	nt	nt	nt	nt	2%
Nc1nnnn1/N=C/c1cccc(Oc2ccccc2)c1	7	93	87	19%	11	148	-11	148	9%
O=S(=O)(NCc1ccccc1Br)c1cccs1	-3	95	98	4%	9	107	-9	107	0%
CCN(C(=O)C1CCN(S(=O)(=O)c2cccc3nonc23)CC1)c1ccccc1	6	92	86	-45%	-30	183	30	183	22%
CCC(C)NC(=O)CO/N=C/c1ccc(C(=O)OC)cc1 (stereo not given)	-18	89	107	17%	22	42	-22	42	0%
CC1CCC(NC(=O)Cn2ncc3ccccc32)CC1 (stereo not given)	-1	102	104	11%	13	54	-13	54	2%
O=c1cc(N2CCOCC2)[nH]c(=O)n1Cc1ccc(F)cc1	11	100	89	-5%	nt	nt	nt	nt	2%
CCCOc1cccc(-c2nnc(N)s2)c1	-10	93	102	7%	7	104	-7	104	-1%
O=C(Nc1cccnc1)c1ccc(CN2CCc3ccccc3C2)cc1	17	96	79	-16%	5	153	-5	153	1%
COc1ccc(-n2nc3ccc(NS(C)(=O)=O)cc3n2)cc1Cl	8	93	85	-40%	-16	105	16	105	0%
Cc1ccc(S(=O)(=O)Oc2cccc(N3C(=O)C4CC=CCC4C3=O)c2)cc1 (stereo not given)	nt	nt	nt	1%	-4	101	4	101	-3%
COc1ccc(-n2c(=O)c3c4c(sc3n(CC(=O)NCc3ccco3)c2=O)CCC4)c(OC)c1	7	90	83	nt	-20	110	20	110	nt
